Screening data as filed in PubChem BioAssay.
EPAC1 agonist – EPAC1 (human) agonism; O95398; EPAC1 agonist qHTS, biochemical assay; response scale: 100% = response to 6.5 mM cAMP; Potency, µM (titrated, usually from 154 µM), inactives show at the highest dose activation, usual class: activators; actives 0.073% (n = 360,000); AID 720707; also: potency is read from the fitted curve at half-maximal effect; nearly all actives have a fitted effect of over 60% in size
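Multi-concentration qHTS readout: loss of Rap1B-bound BODIPY-GDP fluorescence driven by 100 nM EPAC1 with excess GDP (50 uM), monitored kinetically at room temperature; agonist response expressed relative to 6.5 mM cAMP.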
CCT modulator – cytosolic chaperonin activity modulation; purified chaperonin ATPase assay, HTRF ADP detection, 30 min; activity change, % (test concentration not listed), hits read low; actives 0.3% (n = 360,000); AID 651819; in the data active = activity change below about -30%; also: % is scaled to controls: 0 for no effect and ±100 for the full control effect
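Enzyme 40 or 20 nM (batch-dependent) in Tris pH 7.4/KCl/MgCl2/DTT; cpd 76 uM single point; ATP 10 uM; 30 min 37 °C; Transcreener ADP HTRF detection, 30 min RT; ratio 665/615.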
IL2 activator – activators of IL-2. IL-2 activation reporter assay, cell-based qHTS; stimulated with anti-CD3/CD4/CD28 beads; in transgenic mouse T cells. activation, % (series mostly up to about 46 µM). actives 0.065% (n = 360,000); in the data active = activation above about 50%; inconclusive = mostly about 30% to 49%; also: 0% is about no effect
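Unstimulated transgenic mouse T cells; 60-min compound exposure; bead-based TCR/CD4/CD28 stimulation; 18 h culture, 37 degrees C; dual fluorescence (EGFP, DsRed) plate cytometry.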
PLK1 PBD inh – PLK1 (human) polo-box domain binding inhibition; P53350; Plk1 PBD binding of FITC phosphopeptide, fluorescence polarization; Potency, µM, for the others: max response, negative = inhibition, actives largely listed as inhibitors; actives 2.8% (n = 360,000); AID 720504; also: potency is read from the fitted curve at half-maximal effect; series mostly up to about 57 µM; % is scaled to controls: 0 for no effect and ±100 for the full control effect; nearly all actives have a fitted effect of over 65% in size
WRN helicase inh – inhibitors of human WRN helicase; Q14191; WRN helicase unwinding, fluorescent forked duplex, kinetic; Potency, µM (series often up to 114 µM), without a hit: at the highest dose activity change, negative = inhibition, most hits filed as inhibitors; actives 0.46% (n = 360,000); AID 651768; also: potency is read from the fitted curve at half-maximal effect; % is scaled to controls: 0 for no effect and ±100 for the full control effect; nearly all actives have a fitted effect of over 55% in size
Target sequence (Q14191 whole entry, looked up): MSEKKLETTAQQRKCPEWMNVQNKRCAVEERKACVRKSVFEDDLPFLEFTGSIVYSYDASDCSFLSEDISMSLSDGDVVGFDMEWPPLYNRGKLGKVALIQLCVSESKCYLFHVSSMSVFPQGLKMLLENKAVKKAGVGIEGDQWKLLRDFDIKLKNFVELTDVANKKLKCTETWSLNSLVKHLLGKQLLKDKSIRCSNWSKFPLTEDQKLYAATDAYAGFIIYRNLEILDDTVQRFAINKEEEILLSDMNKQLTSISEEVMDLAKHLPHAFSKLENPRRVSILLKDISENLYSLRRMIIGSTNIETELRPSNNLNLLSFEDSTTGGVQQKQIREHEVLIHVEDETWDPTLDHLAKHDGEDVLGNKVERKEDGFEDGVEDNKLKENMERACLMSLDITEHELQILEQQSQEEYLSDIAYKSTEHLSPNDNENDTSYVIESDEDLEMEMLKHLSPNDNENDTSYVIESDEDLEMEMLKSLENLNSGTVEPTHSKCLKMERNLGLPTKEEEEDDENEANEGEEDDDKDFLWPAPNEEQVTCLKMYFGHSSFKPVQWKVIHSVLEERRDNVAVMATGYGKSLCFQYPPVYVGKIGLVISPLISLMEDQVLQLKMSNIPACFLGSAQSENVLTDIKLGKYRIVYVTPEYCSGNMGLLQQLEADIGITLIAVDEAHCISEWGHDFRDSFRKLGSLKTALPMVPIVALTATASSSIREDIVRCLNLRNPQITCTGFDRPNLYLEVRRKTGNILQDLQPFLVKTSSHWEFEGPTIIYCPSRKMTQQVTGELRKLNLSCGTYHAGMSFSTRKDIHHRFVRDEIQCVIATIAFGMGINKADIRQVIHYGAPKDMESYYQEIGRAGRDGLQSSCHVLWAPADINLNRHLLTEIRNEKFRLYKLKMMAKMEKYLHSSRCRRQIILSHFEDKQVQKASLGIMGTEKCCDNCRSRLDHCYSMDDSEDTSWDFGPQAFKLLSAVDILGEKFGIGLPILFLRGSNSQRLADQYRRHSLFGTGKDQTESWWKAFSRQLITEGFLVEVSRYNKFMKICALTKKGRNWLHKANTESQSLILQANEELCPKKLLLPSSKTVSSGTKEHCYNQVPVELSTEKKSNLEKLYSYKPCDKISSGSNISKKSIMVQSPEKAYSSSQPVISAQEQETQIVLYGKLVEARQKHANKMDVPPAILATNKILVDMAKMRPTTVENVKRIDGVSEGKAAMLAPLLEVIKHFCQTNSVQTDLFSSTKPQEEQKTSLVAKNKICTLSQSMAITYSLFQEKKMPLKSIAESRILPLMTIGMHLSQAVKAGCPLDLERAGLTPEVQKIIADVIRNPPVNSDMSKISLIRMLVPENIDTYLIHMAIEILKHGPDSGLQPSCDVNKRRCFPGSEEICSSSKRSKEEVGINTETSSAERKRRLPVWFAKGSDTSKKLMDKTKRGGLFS
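WRN at 20 nM final was preincubated with compound for 15 min at room temperature; reaction started with 100 nM forked duplex oligonucleotide carrying fluorophore and quencher plus 2 mM ATP (final). Unwinding followed kinetically by red fluorescence (ex 525/em 598 nm).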
EPAC2 ag – EPAC2 (human) agonism; Q8WZA2; EPAC2 activation, biochemical qHTS; response scale: 100% = 6.5 mM cAMP response; Potency, µM (doses to about 154 µM), inactives show top-dose activation, usual class: activators; actives 0.079% (n = 360,000); also: potency is read from the fitted curve at half-maximal effect; nearly all actives have a fitted effect of over 50% in size
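Compounds were titrated in qHTS against a Rap1B-BODIPY-GDP (250 nM) complex with EPAC2 (100 nM) and GDP (50 uM). BODIPY-GDP release tracked at 480/540 nm over 30 min at room temperature, normalized to 6.5 mM cAMP.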
PI5P4Ka inh – blocks human PI5P4K alpha kinase activity | PI5P4Kalpha enzyme, ADP-Glo luminescence, 60 min; hits give low values | max response, % | actives 1.2% (n = 330,000); active = max response of -50% or lower; inconclusive = between -30% and -50%; inactive = -30% or higher; also: value at the top dose of about 77 µM; % is scaled to controls: 0 for no effect and ±100 for the full control effect
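Quantitative HTS of the MLSMR library against PI5P4Kalpha with substrate. ATP added last at 5 microM final; room temperature, 60 minutes. Remaining ATP depleted, ADP converted and read as luminescence.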
EPAC1 antagonist – EPAC1 (human) antagonism | O95398 | EPAC1 GEF assay, Rap1b-BODIPY-GDP exchange fluorescence | Potency, µM (doses to about 115 µM), without a hit: at the highest dose activity change, negative = inhibition, usual class: inhibitors | actives 0.14% (n = 360,000) | AID 720709;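 also: potency is read from the fitted curve at half-maximal effect; plate controls were vehicle for no effect and positive control for full effect; nearly all actives have a fitted effect of over 50% in size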
The depositor's hits bear a star; ? = inconclusive; . = not tested or not shown; [ ] = dose if it differs, or a comment. Unless noted, calls follow the shape of the dose curve; as a rule, active = well fitted curve in the direction sought with a large enough effect; inconclusive = small, poorly fitted or top-dose-only effect, or another doubt; inactive = no such curve, though single readings can be large; an effect the other way counts as inactive or inconclusive.

SMILES	EPAC1 agonist	CCT modulator	IL2 activator	PLK1 PBD inh	WRN helicase inh	EPAC2 ag	PI5P4Ka inh	EPAC1 antagonist
CCOC(=O)c1cccc(N2CC3CNC(=O)C2(C(=O)OC)N3C)c1 (centres undefined)	1%	-1.2	1.2	-11%	9%	2%	0	-4%
Cc1nnc(SC(C)C(=O)NC2CCCc3ccccc32)n1-c1ccccc1 (centres undefined)	-2%	-1.3	-1.0	-6%	3%	-5%	-3	11%
CCN(CC)CCN(C(=O)C1=COCCO1)c1nc2c(OC)ccc(OC)c2s1	10%	-0.1	0.1	0%	-4%	-1%	-1	-19%
O=S(=O)(Nc1cccc(C(F)(F)F)c1)c1cccnc1	1%	-5.2	-1.8	-10%	-35%[57.1 µM]	-4%	-2	-7%
O=C(Nc1ccc(-n2cnnn2)cc1)C1CCCN1C(=O)Nc1ccc(Br)cc1 (centres undefined)	-8%	-3.7	-1.2	-1%	-6%	3%	6	0%
CCCCC(O)(CCCC)C(=O)NN(C(=O)CCl)c1ccccc1	-10%	1.2	0.9	-14%	1%	4%	-3	4%
Cc1ccn2c(C(=O)NNC(=O)Nc3ccc(Cl)cc3)c(C)nc2c1	6%	-1.7	1.9	-16%	6%	13%	0	-28%
Cc1ccccc1S(=O)(=O)c1cc2ccccc2nc1N	-5%	-0.9	-0.7	-1%	1%	12%	12	-10%
COc1ccc(C(=O)Nc2c(N)nc(SCC(=O)Nc3ccc(NC(C)=O)cc3)[nH]c2=O)cc1	-27%	2.2	1.3	-9%	-29%	-3%	2	-9%
COc1ccc(CN(C2CCCC2)S(=O)(=O)c2ccc(-n3cnnn3)c(OC)c2)cc1OC	19%	-0.7	-3.2	-10%	-15%	21%	.	-23%
CCOc1ccccc1-c1cnc(NC)cn1	-5%	2.6	0.0	6%	-8%	-1%	-2	?
O=C(NCC1OCCc2ccccc21)C1COc2ccccc2O1 (centres undefined)	11%	-2.8	0.4	-14%	-27%	16%	6	-16%
O=C(NCc1ccncc1)c1ccc(NS(=O)(=O)c2ccc(F)cc2)cc1	0%	-5.7	1.9	-16%	3%	7%	-4	-12%
CCN(CC(=O)NC1CCS(=O)(=O)C1)S(=O)(=O)c1cccc(C(C)=O)c1 (centres undefined)	10%	-1.7	-1.5	-10%	5%[11.6 µM]	13%	?	-2%
N#C/C(=C\c1cccs1)C(=O)Nc1nccs1	-14%	-0.1	1.2	?	-17%	-7%	-29	-9%
O=C(O)Cc1ccc(NC(=S)Nc2cccc(Cl)c2Cl)cc1	-2%	1.5	6.4	-29%	-3%	-15%	6	6%
O=C(NCCc1ccccc1)/C(=N\O)c1ccccc1	-3%	-4.9	-0.5	-3%	-8%	4%	5	-12%
COc1ccc(CNC(=O)CCc2c(C)nc3ncnn3c2C)cc1	-18%	2.1	-0.7	-3%	11%	1%	-4	4%
CCC[N+]1(CC#CCC(c2ccccc2)c2ccccc2)CCCCC1	7%	1.8	-0.6	-7%	14%	4%	-1	6%
O=S(=O)(c1ccc2nnn(OCc3ccccc3)c2c1)N1CCOCC1	-9%	-1.7	-4.6	-7%	11%	5%	6	-13%
COc1ccc(NC(=O)c2nn(C)c(C(=O)Nc3ccc(OC)cc3)c2[N+](=O)[O-])cc1	?	-2.9	1.2	-5%	3%	6%	-1	-6%
CCOC1=C2CN(S(=O)(=O)c3ccc(C)cc3)[C@H](c3ccccc3)C[C@H]2[C@H]2C(=O)N(c3ccccc3)C(=O)[C@H]2C1	4%	1.6	-0.8	5%	0%	16%	4	-12%
CCOc1ccccc1NC(=O)c1nc(S(=O)(=O)Cc2ccccc2)ncc1Cl	7%	-2.1	0.1	?	-7%	12%	2	-6%
CC(C)c1cc(CNC(=O)C2CCC(=O)N(CCc3ccc(Cl)cc3)C2)on1 (centres undefined)	4%	1.5	-2.3	-5%	5%	-1%	9	9%
COc1ccccc1N=CC1=C(O)CC(c2ccccc2)CC1=O (centres undefined)	-12%	-2.5	-1.1	-3%	-9%	5%	-2	15%

Structural class, the compounds so far with fluorine
SMILES	EPAC1 agonist	CCT modulator	IL2 activator	PLK1 PBD inh	WRN helicase inh	EPAC2 ag	PI5P4Ka inh	EPAC1 antagonist
O=S(=O)(Nc1cccc(C(F)(F)F)c1)c1cccnc1	1%	-5.2	-1.8	-10%	-35%[57.1 µM]	-4%	-2	-7%
O=C(NCc1ccncc1)c1ccc(NS(=O)(=O)c2ccc(F)cc2)cc1	0%	-5.7	1.9	-16%	3%	7%	-4	-12%

(further entries)
SMILES	EPAC1 agonist	CCT modulator	IL2 activator	PLK1 PBD inh	WRN helicase inh	EPAC2 ag	PI5P4Ka inh	EPAC1 antagonist
O=C(CSc1nnc(-c2ccccc2)o1)N1CCCC1	10%	-1.5	6.8	-10%	-5%	11%	-2	9%
O=[N+]([O-])c1ccc(CNc2cccc(Cl)c2)s1	2%	-0.7	-0.8	-17%	-13%	8%	2	?
CCOC(=O)N/N=C/c1ccc(OC)c(O)c1	1%	-0.2	0.3	-2%	3%	9%	1	-19%
CCOC(=O)C1=C(C)NC2=C(C(=O)CCC2)C1c1cc(OC)ccc1OC (centres undefined)	5%	-3.0	-1.7	-4%	-9%	8%	.	3%
CCOC(=O)c1ccc(NS(=O)(=O)c2ccc(SC)cc2)cc1	9%	0.8	-1.6	-4%	-8%[11.6 µM]	0%	.	-8%
CCNS(=O)(=O)c1ccc2c(c1)n(C)c(=O)n2C	6%	-0.7	-0.1	3%	0%	-6%	.	-2%
Cc1ccc(C(=O)Nc2nc3nc(-c4ccccc4)cc(=O)n3[nH]2)cc1	1%	-3.4	-0.6	-15%	-16%[11.6 µM]	-15%	-12	0%
O=C(CCCn1c(SCc2cc(=O)n3cc(Cl)ccc3n2)nc2ccccc2c1=O)NCC1CCCO1 (centres undefined)	9%	-1.3	0.3	-2%	5%	6%	2	5%
Cc1cc(NC(=O)c2cc(-c3ccco3)on2)nn1Cc1ccc(Cl)cc1	20%	0.0	-2.9	-9%	-11%	4%	.	-5%
CCOc1ccc(NS(=O)(=O)c2ccc(C(=O)NCCCN3CCCC3=O)cc2)cc1	-10%	-1.5	-4.5	-6%	-33%	9%	-6	2%
CCOC(=O)c1c(C)[nH]c(C(=O)CN2C(=O)NC(CC)(c3ccccc3)C2=O)c1C (centres undefined)	11%	0.4	0.0	6%	-11%	-6%	-2	-18%
O=C(O)Cn1nnc(-c2ccc(OCc3ccccc3)cc2)n1	-5%	0.3	1.0	-2%	4%	1%	0	-29%
Cc1ccc(S(=O)(=O)N2CCOCC2)cc1C(=O)NCc1cn2ccsc2n1	-11%	-3.6	0.4	-7%	0%	7%	3	0%
Cc1ccc(SCC(=O)NCCN2C(=O)CSC2=O)cc1C	-3%	-2.1	-2.5	-8%	1%	-6%	.	-4%
OC(c1cccc(F)c1)c1ncc(-c2ccc(Oc3ccccc3)cc2)[nH]1 (centres undefined)	-9%	-1.4	0.5	5%	-11%	12%	4	-21%
Cn1cnnc1SCC(=O)Nc1ccc(Cl)c(S(=O)(=O)N2CCOCC2)c1	3%	-1.5	1.1	-2%	3%	-1%	0	-10%
O=C(/C=C/Nc1ccccc1)C(F)(F)F	2%	-1.8	-1.8	-19%	-7%	9%	5	-27%
CCc1nnc(NC(=O)Cc2ccc(OCc3c(C)noc3C)cc2)s1	-5%	1.0	-0.7	1%	8%	-2%	-4	6%
Cc1ccc(C(=O)NC2CCN(CC(=O)Nc3ccccc3Cl)CC2)cc1	5%	-37*	-0.1	-21%	9%	-1%	5	-16%
CC(C)CNC(=O)c1ccc(C2SCC(=O)N2Cc2ccccc2)cc1 (centres undefined)	-4%	-8.2	-0.7	24µM*	3%	-11%	-10	-3%
Cc1ccc(-c2cc(C(F)(F)F)n3ncc(C(=O)N4CCCCC4c4cccnc4)c3n2)cc1 (centres undefined)	0%	-3.0	-1.6	-3%	3%	-13%	2	-12%
COc1ccc(C)cc1S(=O)(=O)NCC(c1ccco1)N1CCc2ccccc2C1 (centres undefined)	8%	-1.1	-4.6	-4%	0%	10%	-4	-6%
COC(=O)Cn1cnc2c1c(=O)n(C)c(=O)n2C	-7%	4.1	0.1	-6%	-4%	9%	4	27%
COc1ccc(CCN(C)Cc2cccc3ccccc23)cc1OC	2%	-0.1	0.7	-11%	-7%	12%	2	-3%
CCCS(=O)(=O)N1CCC(C(=O)N2CCC(Cc3ccccc3)CC2)CC1	3%	-4.2	-0.4	-11%	11%	-22%	-2	5%
SMILES	EPAC1 agonist	CCT modulator	IL2 activator	PLK1 PBD inh	WRN helicase inh	EPAC2 ag	PI5P4Ka inh	EPAC1 antagonist
Cc1ccc(C)c2nc3sc(C(=O)N4CCCc5ccccc54)c(N)c3cc12	?	0.5	1.7	?	3%	112µM*	.	-18%
CCc1ccc(-c2cc(C)no2)cc1S(=O)(=O)N1CCCN(Cc2ccc(F)cc2)C1	-7%	-0.8	-3.3	4%	-10%	1%	17	1%
N#CCc1ccc(C(=O)c2ccccc2)s1	0%	-1.5	3.3	-2%	-14%	2%	-6	-22%
CN(CCOc1ccccc1)C(=O)c1ccc(OC2CCN(C(=O)C3CC3)CC2)cc1	-6%	-3.0	-5.4	-12%	16%	3%	0	-8%
CCN(CC)C(=O)CN(c1ccc(F)c(Cl)c1)S(C)(=O)=O	7%	0.0	-1.2	3%	-15%	6%	-1	-1%
COc1ccccc1C/C(N)=N/O	3%	-0.7	0.3	-9%	-14%	3%	-14	-3%

PLK1 PBD inh: hit marks shown above
canonical_smiles | EPAC1 agonist | CCT modulator | IL2 activator | PLK1 PBD inh | WRN helicase inh | PI5P4Ka inh | EPAC1 antagonist
CC(C)CNC(=O)c1ccc(C2SCC(=O)N2Cc2ccccc2)cc1 (centres undefined) | -4% | -8.2 | -0.7 | 24µM* | 3% | -10 | -3%

Five compounds picked at random from those above, as already listed:
SMILES	EPAC1 agonist	CCT modulator	IL2 activator	PLK1 PBD inh	WRN helicase inh	EPAC2 ag	PI5P4Ka inh	EPAC1 antagonist
COc1ccccc1C/C(N)=N/O	3%	-0.7	0.3	-9%	-14%	3%	-14	-3%
CCc1ccc(-c2cc(C)no2)cc1S(=O)(=O)N1CCCN(Cc2ccc(F)cc2)C1	-7%	-0.8	-3.3	4%	-10%	1%	17	1%
CCN(CC)C(=O)CN(c1ccc(F)c(Cl)c1)S(C)(=O)=O	7%	0.0	-1.2	3%	-15%	6%	-1	-1%
CN(CCOc1ccccc1)C(=O)c1ccc(OC2CCN(C(=O)C3CC3)CC2)cc1	-6%	-3.0	-5.4	-12%	16%	3%	0	-8%
N#CCc1ccc(C(=O)c2ccccc2)s1	0%	-1.5	3.3	-2%	-14%	2%	-6	-22%

Only part of the results is shown; the hit share may differ from the screen's.
